From PubChem BioAssay
PP5 inh: inhibitors of human protein phosphatase 5 (PP5); purified PP5c, OMFP substrate fluorescence; inhibition, % at 6.7 µM; 0.18% of 320,000 active; AID 1987;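 active = inhibition above the campaign's mean inhibition across all tested compounds plus 3 SD, cut at about 9.5% in these data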;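 also: 0% = DMSO only and 100% = 100 µM cantharidin control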
ZTA DNA inh: blocks Epstein-Barr virus ZTA, an EBNA-1 counter-screen. P03206. ZTA-DNA binding, fluorescence polarization. inhibition, % at 11 µM. 0.15% of 320,000 active; in the data active = inhibition above about 33%
Target sequence (P03206 whole entry, looked up): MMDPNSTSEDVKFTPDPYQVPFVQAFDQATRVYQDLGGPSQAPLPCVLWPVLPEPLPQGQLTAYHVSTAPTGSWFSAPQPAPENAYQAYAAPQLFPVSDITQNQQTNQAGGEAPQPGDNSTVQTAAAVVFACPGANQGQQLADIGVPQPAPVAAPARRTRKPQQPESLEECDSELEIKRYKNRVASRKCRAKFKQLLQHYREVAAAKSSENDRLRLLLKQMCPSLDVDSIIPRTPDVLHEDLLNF
TPT1 inhibitor: C. albicans TPT1 enzyme inhibition. 0.81% of 300,000 active. recombinant caTPT1, FP RNA substrate dephosphorylation. AID 1962. inhibition, % at 5 µM;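 active = inhibition above the mean of all tested compounds plus 3 SD, set per screening campaign, cut at about 24% in these data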;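 also: plate controls were DMSO alone for no effect and ferristatin control at 100 nM for full effect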
Efflux pump mplx: blocks antifungal efflux pumps in multiplex yeast assay. S. cerevisiae Candida pump triplex, Nile Red efflux. inhibition, % at 10 µM. 0.44% of 330,000 active;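 active = plate passing quality check with inhibition over a set limit, or well fluorescence over plate mean plus 4 SD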;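 also: Nile Red retained in pooled yeast measured as flow cytometry median fluorescence; 0% = buffer negative control and 100% = Enniatin B positive control; higher means more Nile Red kept so more efflux inhibition; some compounds called inactive have numbers as strong as hits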
Fh CTSL1 inh: blocks F. hepatica cathepsin L1 in PFM18AAP counter-screen | recombinant F. hepatica cathepsin L1, Z-Leu-Arg-MCA fluorescence | inhibition, % at 5.96 µM | 0.49% of 300,000 active | AID 1906;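 active = inhibition above the mean of all tested compounds plus 3 SD, set per screening campaign, cut at about 17% in these data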;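 also: 0% = plate median of test compound wells and 100% = 1 µM Z-Phe-Ala-diazomethylketone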
PP1 inh: counter-screen for PP5 inhibitors: inhibitors of human PP1-alpha | P62136 | purified PP1alpha, OMFP fluorescence | inhibition, % at 6.7 µM | 0.9% of 320,000 active;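 active = inhibition above the mean inhibition of all tested compounds plus 3 SD, computed separately for each screening campaign, cut at about 15% in these data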
Target sequence (P62136 whole entry, looked up): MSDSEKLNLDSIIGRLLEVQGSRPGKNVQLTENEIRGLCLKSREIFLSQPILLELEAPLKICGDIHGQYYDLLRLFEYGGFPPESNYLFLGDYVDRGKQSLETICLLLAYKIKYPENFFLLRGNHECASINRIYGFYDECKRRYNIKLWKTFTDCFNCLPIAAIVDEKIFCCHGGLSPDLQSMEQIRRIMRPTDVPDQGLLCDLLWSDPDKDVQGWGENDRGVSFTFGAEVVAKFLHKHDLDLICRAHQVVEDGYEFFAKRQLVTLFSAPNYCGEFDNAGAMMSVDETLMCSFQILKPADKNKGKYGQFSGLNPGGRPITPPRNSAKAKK
core dimer inh: blocks dimerization of HCV core protein; TR-FRET GST/Flag-core106 dimerization, 1536-well; inhibition, % at 5 µM; 0.33% of 300,000 active;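 active = inhibition above the mean of all tested compounds plus 3 SD, set per screening campaign, cut at about 45% in these data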
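System – GST-tagged and Flag-tagged HCV core protein residues 1-106 · Repeats – one well for each compound · Technique – TR-FRET 671 and 617 nm emission · Doses – one concentration, 5 µM, in 0.5% DMSO · Times – 4 h, 22.5 °C incubation · Also added – Eu donor and XL665 acceptor anti-tag antibodies · Measure – percent inhibition of core106 dimerization signal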
EBNA-1 inh: blocks EBNA-1 binding to DNA. EBNA-1 DNA binding, fluorescence polarization. inhibition, % at 14.8 µM. 0.34% of 300,000 active; in the data active = inhibition above about 28%
PREPL inh: inhibits the human prolyl oligopeptidase-like enzyme; Q4J6C6; AID 2751; 0.68% of 320,000 active; recombinant PREPL, fluorescence polarization activity-based probe; inhibition, % at 5.96 µM; in the data active = inhibition above about 43%;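 also: 0% = enzyme with DMSO and 100% = wells lacking enzyme; many of its hits are not listed in these tables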
Numbers without * were called inactive; / = not tested or not shown. These rows are one share of the data; the hit share may differ from the screen's.

molecule | PP5 inh | ZTA DNA inh | TPT1 inhibitor | Efflux pump mplx | Fh CTSL1 inh | PP1 inh | core dimer inh | EBNA-1 inh | PREPL inh
COc1ccc(-c2csc(Nc3ccccc3)[n+]2Cc2ccccc2)cc1 | 0.2 | -16 | 1 | -0.2 | -3 | 2 | -5 | -4 | 17
CCOc1cc(C(=S)N2CCCC2)ccc1OCc1ccccc1 | 3.6 | -18 | 2 | -0.1 | 2 | -6 | -8 | -5 | 7
O=C(NNS(=O)(=O)c1ccccc1)c1sccc1-n1cccc1 | 2.4 | -3 | 2 | 0.3 | 2 | -5 | -3 | -7 | -6
COc1ccc(C(=O)Nc2ccc(S(=O)(=O)N3CCOCC3)cc2)cc1OC | 3.2 | 7 | -4 | 0.0 | -6 | 3 | 1 | -15 | 2
Cc1cc(N2CCOCC2)nc2ccc(NC(=O)C3CCC(C)CC3)cc12 (centres undefined) | 0.8 | -11 | -2 | -0.1 | 1 | -2 | 4 | 3 | 1
Cc1ccc(N(Cc2ccc(C(=O)NCC3CCCO3)cc2)S(C)(=O)=O)cc1C (centres undefined) | 2.1 | -2 | -4 | -0.2 | 4 | 1 | -2 | -3 | 11
O=C(Oc1cccnc1)c1ccc([N+](=O)[O-])cc1 | 2.4 | -16 | 1 | -0.3 | 0 | 1 | -9 | -9 | 4
CC1CC(C)CN(CCCNC(=O)C2CCCN(c3ncnc4c3nc3n4CCCCC3)C2)C1 (centres undefined) | 3.6 | -24 | -3 | 0.1 | 2 | -1 | -7 | 2 | 14
CC(=O)c1ccc(OCCCC(=O)OCC(=O)N2CCN(c3ccccc3)CC2)cc1 | 2.8 | 9 | 0 | 0.2 | -8 | -3 | 7 | -3 | -7
Cc1ccc(N2C(S)=C(C#N)C(=O)NC23CCCCC3)cc1 | -1.0 | 5 | -5 | -0.5 | 2 | 1 | -11 | 12 | 9
O=C(CCCNS(=O)(=O)c1cccc2nsnc12)NC1CCCCC1 | -0.7 | -6 | -4 | 0.1 | -1 | -3 | -3 | -8 | 0
O=C(COC(=O)COc1cccc(C(F)(F)F)c1)NC(=O)NC1CCCCC1 | 3.4 | 3 | 0 | 0.1 | -2 | 2 | 2 | 4 | 16
O=C(Nc1cccc(Cl)c1Cl)c1snnc1-c1ccccc1 | 2.2 | 2 | -1 | -0.1 | 0 | 0 | -2 | 3 | -12
CCOP(=O)(O)c1ccccc1OCCOc1ccccc1P(=O)(O)OCC | 1.5 | -3 | -2 | 0.0 | -2 | -3 | -1 | 2 | -9
COc1ccc(CC(=O)NCc2ccccc2Cl)cc1S(=O)(=O)N1CCOCC1 | 3.9 | -6 | 2 | 0.6 | -5 | 7 | -5 | -21 | 13
Cc1sc2nc3n(c(=O)c2c1C)CCCS3 | 1.2 | -13 | 1 | 0.1 | -2 | 0 | 4 | -2 | 10
CCn1c(CC(=O)Nc2ccc(Cl)cc2)nnc1SCC(=O)N1CCOCC1 | -2.6 | 17 | 1 | 0.8 | 1 | -4 | 4 | 7 | 7
CN(C)/C=N/c1sc2c(c1C#N)CCCCC2 | 0.3 | 6 | -1 | 0.4 | -3 | 3 | -4 | -1 | 7
CCOC(=O)C(C)Sc1nc2c(c(=O)[nH]c(=O)n2C)n1Cc1ccc(Cl)cc1 (centres undefined) | 3.9 | 2 | -2 | 0.0 | -4 | -5 | 6 | -15 | 5
CCCCCC(NC(=O)C1CCN(C(=O)[C@@H](NS(=O)(=O)c2ccc(C)cc2)C(C)C)CC1)C(=O)O (some centres undefined) | -0.2 | 2 | -3 | 0.3 | -2 | -6 | -1 | 1 | -5
CCC(=O)Nc1ccc(S(=O)(=O)NCCc2ccccc2)cc1 | 1.2 | -15 | 1 | 0.0 | -5 | -3 | 0 | 2 | -15
COc1ccc(N2CCN(C(=S)NC(C)c3ccccc3)CC2)cc1 (centres undefined) | -0.7 | 10 | -4 | 0.6 | -4 | -4 | 8 | -8 | 9
COC(=O)Cc1c(C)c2ccc(OCC(=O)N3CCOCC3)cc2oc1=O | -0.2 | 17 | -1 | 0.0 | 3 | 0 | 1 | 1 | -9
O=C(NCc1ccccc1CN1CCCC1)C1CCN(S(=O)(=O)c2ccc(Cl)cc2)CC1 | -0.4 | -4 | / | -0.1 | / | -6 | / | / | 9
COc1ccc(-c2cc3ccccc3oc2=O)cc1 | -0.2 | -4 | -2 | 0.1 | -1 | -2 | -2 | -3 | -9
Cc1cc(C)c(OCC(=O)Nc2cccc(NC(=O)c3ccco3)c2)c(Br)c1 | 4.1 | -7 | -1 | -0.2 | 3 | 0 | 12 | 9 | -59
CC1=CC2=NC(=O)CC(C)(C(=O)N(CC(=O)NC3CCCC3)c3cc(C)cc(C)c3)N2C=C1 (centres undefined) | -0.7 | -22 | 3 | -0.1 | 0 | -3 | -5 | -7 | 0
CC(C)(C)NC(=O)C(c1ccc(O)cc1)N(C(=O)CCC(=O)Nc1nccs1)c1ccccc1F (centres undefined) | 1.5 | -25 | -3 | -0.3 | -3 | 6 | -4 | -10 | -3
COc1cc(CC(=O)NC2CCCc3ccccc32)cc(OC)c1OC (centres undefined) | 1.5 | 15 | -2 | 0.2 | -1 | -3 | 3 | 11 | -3
O=C(OC(C(=O)NCC1CCCO1)c1ccc(F)cc1)c1ccco1 (centres undefined) | 1.0 | -20 | -5 | -0.1 | -55 | -2 | -8 | 3 | 10

Already shown: ten of the compounds above.
molecule | PP5 inh | ZTA DNA inh | TPT1 inhibitor | Efflux pump mplx | Fh CTSL1 inh | PP1 inh | core dimer inh | EBNA-1 inh | PREPL inh
COc1ccc(-c2csc(Nc3ccccc3)[n+]2Cc2ccccc2)cc1 | 0.2 | -16 | 1 | -0.2 | -3 | 2 | -5 | -4 | 17
CCOc1cc(C(=S)N2CCCC2)ccc1OCc1ccccc1 | 3.6 | -18 | 2 | -0.1 | 2 | -6 | -8 | -5 | 7
O=C(NNS(=O)(=O)c1ccccc1)c1sccc1-n1cccc1 | 2.4 | -3 | 2 | 0.3 | 2 | -5 | -3 | -7 | -6
COc1ccc(C(=O)Nc2ccc(S(=O)(=O)N3CCOCC3)cc2)cc1OC | 3.2 | 7 | -4 | 0.0 | -6 | 3 | 1 | -15 | 2
Cc1cc(N2CCOCC2)nc2ccc(NC(=O)C3CCC(C)CC3)cc12 (centres undefined) | 0.8 | -11 | -2 | -0.1 | 1 | -2 | 4 | 3 | 1
Cc1ccc(N(Cc2ccc(C(=O)NCC3CCCO3)cc2)S(C)(=O)=O)cc1C (centres undefined) | 2.1 | -2 | -4 | -0.2 | 4 | 1 | -2 | -3 | 11
O=C(Oc1cccnc1)c1ccc([N+](=O)[O-])cc1 | 2.4 | -16 | 1 | -0.3 | 0 | 1 | -9 | -9 | 4
CC1CC(C)CN(CCCNC(=O)C2CCCN(c3ncnc4c3nc3n4CCCCC3)C2)C1 (centres undefined) | 3.6 | -24 | -3 | 0.1 | 2 | -1 | -7 | 2 | 14
CC(=O)c1ccc(OCCCC(=O)OCC(=O)N2CCN(c3ccccc3)CC2)cc1 | 2.8 | 9 | 0 | 0.2 | -8 | -3 | 7 | -3 | -7
Cc1ccc(N2C(S)=C(C#N)C(=O)NC23CCCCC3)cc1 | -1.0 | 5 | -5 | -0.5 | 2 | 1 | -11 | 12 | 9

Further structures.
molecule | PP5 inh | ZTA DNA inh | TPT1 inhibitor | Efflux pump mplx | Fh CTSL1 inh | PP1 inh | core dimer inh | EBNA-1 inh | PREPL inh
CCOc1cc(N2CCOCC2)c(OCC)cc1NC(=O)C1=COCCO1 | 3.4 | 3 | / | 0.2 | / | -2 | / | / | 3
Cc1cccc(NC(=O)Cn2cnc3ccc(S(=O)(=O)N4CCC(C)CC4)cc3c2=O)n1 | 1.4 | 7 | 9 | 0.0 | 0 | 4 | 14 | 14 | -4
CCOC(=O)CC1(NC(=O)c2cc(COc3cncc(Cl)c3)on2)CCCCC1 | 5.7 | -7 | -4 | 0.3 | 1 | 0 | -5 | -6 | 4
CCNc1nc(NC(C)(C)C)nc(SCC(N)=O)n1 | 1.1 | 13 | -4 | -0.1 | -4 | -1 | -4 | 6 | 2
Fc1ccc(-[n+]2nc(Nc3ccccc3)sc2-c2cccc(Cl)c2Cl)cc1 | 2.4 | -17 | -1 | 0.0 | 3 | 17* | -30 | -2 | 1
CC(c1cccs1)N(C(=O)Nc1ccccc1)C1CCCCC1 (centres undefined) | 2.2 | 2 | -1 | -0.1 | -4 | -2 | 2 | 1 | 5
CCOC(=O)c1c(/N=C/c2cccc([N+](=O)[O-])c2O)sc2c1CCC2 | -0.7 | -4 | 0 | -0.1 | -3 | 1 | -2 | 1 | 3
CC(C)n1cnc2cc(NCc3ccccn3)ccc21 | -0.7 | 6 | -2 | -0.1 | 5 | 1 | 0 | 2 | 21
CCNc1ccc(S(=O)(=O)N(C)C)cc1NCC(=O)Nc1ccccc1F | 5.9 | 10 | 6 | 0.0 | -1 | 1 | -6 | -3 | 0
CC(=O)NCCc1ccc(S(=O)(=O)N2CCCC2)cc1 | 0.6 | 4 | -6 | -0.1 | -2 | 1 | -2 | 6 | 12
Cc1cc(OCc2cc(C(=O)NC(C)c3c(C)nn(C)c3C)no2)cc(C)c1Cl (centres undefined) | 2.8 | 5 | 2 | -0.2 | -12 | -1 | 1 | 10 | -41
Brc1ccccc1Cn1c(-c2cncs2)nc2ccccc21 | 2.4 | -7 | 2 | 0.3 | 6 | -1 | 3 | -1 | -23
CC1SC(=NC(=O)c2ccncc2)NC1=O (centres undefined) | -3.2 | 4 | 1 | 0.0 | 0 | -4 | -1 | 4 | -1
Cc1cccc(-c2nc(Nc3ccc(O)cc3)c3ccccc3n2)c1 | 4.8 | 14 | 1 | 0.2 | -3 | 2 | 15 | 13 | 15
COc1ccc(NC(=O)COC(=O)/C=C/c2ccc(OC)c(S(=O)(=O)N3CCOCC3)c2)cc1 | 1.0 | -13 | -4 | 0.0 | 1 | -1 | -12 | -8 | 15
CC(C)(C)OC(=O)NCC(=O)Oc1cc2oc(=O)cc(-c3ccccc3)c2cc1Cl | 1.7 | -1 | 0 | -0.1 | 4 | 1 | 9 | 3 | -4
O=C(CCCN=C1NS(=O)(=O)c2ccccc21)OCC(=O)c1ccc(F)cc1 | 1.8 | 0 | -1 | -0.2 | -8 | -5 | -4 | -4 | -11
COc1cccc(C2=NCCc3cc4c(cc32)OCO4)c1OC | 0.8 | 0 | -3 | -0.3 | -1 | 2 | 5 | -1 | -6
Cc1nc2ccccc2c2ncccc12 | 0.2 | -4 | 1 | 0.2 | 2 | -1 | -3 | -4 | 6
CCCc1ccc(NC(=O)C2CCCN(c3cnccn3)C2)cc1 (centres undefined) | 1.7 | -8 | 2 | 0.5 | 4 | -2 | -2 | -13 | 8
Cc1cc(Cl)ccc1OCCCC(=O)NCc1ccccn1 | 1.8 | 15 | 0 | -0.1 | -1 | 0 | 3 | 10 | 6
N/C(=N\c1nc2ccccc2o1)NC(=O)c1ccccc1 | 2.1 | 0 | -3 | -0.1 | -1 | 5 | 11 | 9 | -8
CC(=O)Oc1ccc(C(=O)Nc2cccc(C(=O)NC(C)(C)C)c2)cc1 | 2.5 | -11 | 1 | 0.1 | -17 | -1 | -2 | -22 | 3
CCOC(=O)C1=C(CNCCOc2ccc(OC)cc2)NC(=O)NC1c1ccc2c(c1)OCO2 (centres undefined) | 3.5 | -2 | -2 | 0.1 | 1 | 4 | 3 | -10 | 13
